PfGluPho inh – PfG6PD enzyme inhibitors, primary screen, biochemical, fluorescence intensity, uHTS; glucose-6-phosphate dehydrogenase-6-phosphogluconolactonase (Plasmodium falciparum 3D7); PfGluPho enzyme, NADPH resazurin-diaphorase fluorescence; inhibition, % at 20 µM; actives 0.78% (n = 350,000);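 active means inhibition reaching at least a set limit at 20 µM in the primary screen, cut at about 59% in these data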;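 further: 0% = DMSO wells with substrate and 100% = DMSO wells lacking glucose-6-phosphate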
SENP7 inh – SENP7 protease inhibitors, primary screen, biochemical, luminescence, uHTS | Sentrin-specific protease 7 (Homo sapiens), Q9BQF6 | recombinant SENP7, Z-RLRGG-aminoluciferin luminescence, 40 min | inhibition, % at 5 µM | actives 1.5% (n = 330,000);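 active means inhibition above about 50% at the single test dose, limit read from the data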;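 further: plate controls were DMSO with enzyme for no effect and no enzyme buffer wells for full effect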
Target sequence (Q9BQF6 706-1050 limits assumed): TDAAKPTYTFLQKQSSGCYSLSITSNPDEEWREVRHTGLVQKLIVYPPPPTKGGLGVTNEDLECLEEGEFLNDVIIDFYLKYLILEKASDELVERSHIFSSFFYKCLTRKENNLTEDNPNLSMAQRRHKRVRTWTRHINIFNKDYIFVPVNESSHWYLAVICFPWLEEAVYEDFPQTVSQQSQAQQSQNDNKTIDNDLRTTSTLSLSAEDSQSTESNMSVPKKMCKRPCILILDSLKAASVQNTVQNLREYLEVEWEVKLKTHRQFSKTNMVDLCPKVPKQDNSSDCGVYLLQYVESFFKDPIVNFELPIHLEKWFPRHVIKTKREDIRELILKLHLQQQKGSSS
SENP8 block-1 – human SENP8 protease inhibitors, primary screen, biochemical, fluorescence, Nedd8 protein substrate, uHTS. Sentrin-specific protease 8 (Homo sapiens), Q96LD8. recombinant SENP8. inhibition, % at 20 µM. actives 0.64% (n = 360,000). AID 602440, 2012; in the data active means inhibition mostly above about 40%, no sharp cut-off; inactive means mostly below about 27%
Target sequence (Q96LD8 whole entry, looked up): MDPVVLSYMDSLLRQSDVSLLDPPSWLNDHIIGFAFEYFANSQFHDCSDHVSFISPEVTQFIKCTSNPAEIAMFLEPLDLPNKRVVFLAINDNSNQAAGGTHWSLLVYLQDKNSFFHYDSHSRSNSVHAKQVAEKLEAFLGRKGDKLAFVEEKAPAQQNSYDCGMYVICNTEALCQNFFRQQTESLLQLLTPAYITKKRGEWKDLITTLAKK
SENP8 block-2 – SENP8 protease inhibitors, primary screen, biochemical, luminescence; Sentrin-specific protease 8 (Homo sapiens), Q96LD8; purified SENP8, Z-RLRGG-aminoluciferin cleavage; inhibition, % at 10 µM; actives 1.2% (n = 330,000); AID 2540, 2010; in the data active means inhibition above about 50%
SENP1 inh – human SENP1 catalytic domain inhibitors, primary screen, biochemical, FRET, uHTS; AID 624204, 2012; actives 0.21% (n = 360,000); recombinant SENP1 catalytic domain, CyPet-SUMO1-YPet FRET cleavage; inhibition, % at 10 µM;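 active means inhibition at least 30% at 10 µM, raw YFP signal under a set limit, fluorescence ratio 0.5 to 1.5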;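 further: 0% = enzyme with DMSO and 100% = no enzyme wells; some results filed as inactive read as strong as hits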
Target sequence (Q9P0U3 419-644 limits assumed): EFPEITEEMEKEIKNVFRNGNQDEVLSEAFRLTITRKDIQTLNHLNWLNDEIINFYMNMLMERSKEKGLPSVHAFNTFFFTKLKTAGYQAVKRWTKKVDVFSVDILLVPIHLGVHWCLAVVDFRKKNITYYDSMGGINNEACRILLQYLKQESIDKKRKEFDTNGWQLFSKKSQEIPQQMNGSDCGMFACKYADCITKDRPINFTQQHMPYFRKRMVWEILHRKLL
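Controls: no-enzyme wells low, DMSO-plus-enzyme wells high control. Test system: human recombinant His6-tagged SENP1 catalytic domain enzyme. Reagent: SFCypet-SUMO1-SFYpet FRET protein substrate, 25 nM final. Doses: one dose per compound, 10 µM, 0.5% DMSO. Detection: FRET, CFP and YFP emission. Timing: 50 min reaction at room temperature.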
SENP6 block – SENP6 protease inhibitors, primary screen, biochemical, luminescence, uHTS; Sentrin-specific protease 6 (Homo sapiens), Q9GZR1; inhibition, % at 10 µM; actives 1.8% (n = 330,000); Recombinant SENP6 catalytic domain, aminoluciferin luminescence;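 active means inhibition above about 50% at the single tested dose, limit read from the data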;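 further: plate controls were DMSO wells with enzyme for no effect and DMSO wells lacking enzyme for full effect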
HKDC1 inhibitor – HKDC1 hexokinase inhibitors, primary screen, biochemical, fluorescence, uHTS | Q2TB90 | recombinant HKDC1, G6PDH/diaphorase resazurin coupled fluorescence | inhibition, % at 20 µM | actives 0.16% (n = 340,000);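 active means inhibition above about 35% when tested at 20 µM, limit read from the data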;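 further: plate controls were DMSO wells with enzyme for no effect and DMSO wells lacking enzyme for full effect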
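Material: recombinant HKDC1 hexokinase; Amount: HKDC1 at 5 µg/mL; Medium: Tris pH 8.0 buffer with MgCl2, Tween-20, BSA, BME; Schedule: 90 min reaction incubation at room temperature, dark; Technique: coupled resazurin fluorescence, excitation 525 nm, emission 613 nm.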
MIN6 prolif – inducers of MIN6 beta-cell proliferation, primary screen, ATP luminescence, uHTS; MIN6 cells proliferation, ATPlite luminescence, 48 h; cells starved in 0.2% serum; 100% = growth in 10% serum; proliferation, % at 10 µM; actives 0.29% (n = 330,000);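 active means compounds whose signal lies at least 3.5 SD above the mean of all wells on their plate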;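 further: 0% = DMSO-treated cells in low-serum medium and 100% = 10% serum control; some compounds called inactive have numbers as strong as hits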
UBC13 inh – UBC13 polyubiquitin chain formation inhibitors, primary screen, biochemical, TR-FRET, uHTS; inhibition, % at 20 µM; actives 0.47% (n = 330,000); AID 485273, 2010; in the data active means inhibition above about 45%, passing the limit was not always enough
Target sequence (P61088 whole entry, looked up): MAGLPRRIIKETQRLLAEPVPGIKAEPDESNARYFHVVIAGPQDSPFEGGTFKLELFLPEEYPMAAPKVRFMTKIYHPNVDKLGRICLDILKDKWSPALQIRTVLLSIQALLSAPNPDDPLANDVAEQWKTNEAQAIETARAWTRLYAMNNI
Numbers without * were called inactive; . = no result given.

SMILES | PfGluPho inh | SENP7 inh | SENP8 block-1 | SENP8 block-2 | SENP1 inh | SENP6 block | HKDC1 inhibitor | MIN6 prolif | UBC13 inh
O=C(CSCc1cccc(CSCC(=O)Nc2ccc3ccccc3c2)n1)Nc1ccc2ccccc2c1 | -3 | 1 | 27 | -1 | -2 | 7 | 7 | -3 | 6
CC(C)(C)NC(=O)COc1ccc(CNc2ccc3[nH]c(=O)[nH]c3c2)cc1 | 95* | 4 | -303 | 9 | -30 | 3 | 22 | -1 | -9
O=C(N/N=C/C(Cl)=C\c1ccccc1)c1cccs1 | 6 | 43 | -19 | 52* | 5 | 63* | 3 | -3 | -4
COc1cccc(CC2(CO)CCCN(Cc3ccc4c(c3)OCCO4)C2)c1 (stereo not drawn) | -12 | 2 | 9 | 3 | -5 | -2 | -1 | 2 | 17
Cc1ncoc1C(=O)NCc1ccccc1Cl | -9 | 2 | 8 | 9 | -1 | -3 | -5 | -3 | 7
Cc1nn(C)c(Cl)c1CN1CCCC(C(=O)Nc2cccc(-n3cccn3)c2)C1 (stereo not drawn) | 6 | 24 | 9 | -14 | 1 | -7 | -10 | -3 | -6
CN(Cc1ccc(C(C)(C)C)cc1)C(=O)C1CCN(C(=O)Nc2ccccc2)CC1 | 14 | 5 | 14 | -4 | 0 | -15 | -3 | -3 | 0
COc1ccccc1NC(=O)CC1S/C(=N/N=C(\C)C2CCCCC2)NC1=O (stereo not drawn) | -17 | -1 | 13 | -7 | 2 | -7 | 3 | 4 | -13
COc1ccc(-c2cc(C3CC3)nc(SCC(=O)c3cccs3)c2C#N)cc1 | 6 | 5 | -28 | 2 | -5 | 1 | 10 | -3 | 2
CC1Oc2ccccc2C=C1/C=N/NC(=O)[C@@H](C)NC(=O)OC(C)(C)C (stereo partly drawn) | -2 | 0 | -439 | 4 | 0 | -15 | -4 | -1 | 3
O=[N+]([O-])c1ccc(Cc2ccccn2)c([N+](=O)[O-])c1 | 7 | -5 | 15 | -4 | 3 | -3 | 0 | -3 | -10
C[C@H]1CN=C(Nc2ccccc2)N1CCC1CCCC1 | -20 | 1 | 4 | 2 | -1 | -9 | 2 | 0 | -4
CC1CCCN(CCOc2cccc(Oc3ccccc3)c2)C1 (stereo not drawn) | -16 | -4 | 16 | -5 | 2 | -2 | 1 | -4 | 8
O=C(NCc1ccc(F)cc1Cl)C1CC(=O)N(C2CCCCCCC2)C1 (stereo not drawn) | 2 | 3 | 7 | 5 | 1 | 1 | -3 | 0 | -3
N#CNC(=Nc1cccc(Cl)c1)Oc1ccccc1 | -16 | -7 | 24 | -4 | -1 | -20 | -1 | -1 | 2
Cc1ccc(SCC(=O)N2c3ccccc3Sc3ccccc32)cc1 | -8 | -1 | 24 | 0 | 1 | -13 | 0 | -5 | 7
CCN(CC)S(=O)(=O)c1cc(NC(=O)C(C)OC(=O)c2[nH]c(C)c(C(C)=O)c2C)ccc1C (stereo not drawn) | -10 | -2 | 10 | -4 | 0 | -6 | 3 | -1 | -3
CC(=O)C(C)Oc1ccc(Cc2ncc(C(F)(F)F)cc2Cl)cc1 (stereo not drawn) | 3 | -16 | 10 | -7 | 0 | -26 | -7 | -3 | -1
Cc1ccc(OCC(=O)NN2C(=O)c3ccccc3C2=O)c(C)c1 | -19 | 8 | 20 | 2 | 1 | -3 | -7 | 0 | 9
CN(C)S(=O)(=O)c1cccc(-c2nnc(-c3ccccc3)o2)c1 | -5 | -8 | 2 | -21 | 1 | -9 | 2 | -1 | -3
COC(=O)[C@H](CCSC)NC(=O)N1CCN(c2cccc(C(F)(F)F)c2)CC1 | -8 | -6 | -4 | -1 | 1 | -2 | -11 | 1 | -2
CCN(CC)CCCNC(=O)c1nn(-c2cccc(OC)c2)c(=O)c2ccccc12 | 0 | -6 | -4 | -1 | 0 | 0 | -5 | 2 | -2
CN(C(=O)CSc1cc(Cl)ccc1Cl)C1CCS(=O)(=O)C1 (stereo not drawn) | -1 | 6 | 16 | -5 | 4 | 22 | -3 | -3 | 35
COc1ccc(NS(=O)(=O)c2cccc(NC(=O)c3cnccn3)c2)cc1Br | 6 | -5 | 19 | -2 | 3 | 6 | 5 | -2 | 6
COc1ccc(CCNC(=O)c2cc(=O)n(C)c(=O)n2C)cc1OC | -3 | -8 | 3 | 2 | -1 | 14 | -3 | -1 | 11
Cc1cc(NC(=O)c2ccco2)no1 | -17 | 11 | 6 | -10 | 0 | -11 | -12 | 0 | -6
CC(C)NC(=O)c1sc(=S)n2c1[nH]c(=O)c1ccc(C(=O)NCCc3ccc(Cl)cc3)cc12 | -15 | 0 | 4 | 33 | 49* | 42 | 16 | -5 | 0
COc1cccc(/C=N/Nc2ncnc3scc(-c4ccccc4)c23)c1OC | 11 | 1 | -18 | 1 | -3 | 16 | 4 | 1 | 5
Cc1ccccc1SCC(=O)Nc1ccc(N2CCOCC2)cc1 | 4 | -1 | 25 | -3 | 0 | -6 | -3 | -1 | 1
COc1cccc(-c2noc(Cn3nc(C)c([N+](=O)[O-])c3C)n2)c1 | 36 | -6 | 6 | -10 | 1 | 9 | -1 | 1 | -8

The last three compounds of the part above lead into the next.
SMILES | PfGluPho inh | SENP7 inh | SENP8 block-1 | SENP8 block-2 | SENP1 inh | SENP6 block | HKDC1 inhibitor | MIN6 prolif | UBC13 inh
COc1cccc(/C=N/Nc2ncnc3scc(-c4ccccc4)c23)c1OC | 11 | 1 | -18 | 1 | -3 | 16 | 4 | 1 | 5
Cc1ccccc1SCC(=O)Nc1ccc(N2CCOCC2)cc1 | 4 | -1 | 25 | -3 | 0 | -6 | -3 | -1 | 1
COc1cccc(-c2noc(Cn3nc(C)c([N+](=O)[O-])c3C)n2)c1 | 36 | -6 | 6 | -10 | 1 | 9 | -1 | 1 | -8
COc1ccc(C(NC(=O)/C=C/c2ccco2)c2ccc(OC)cc2)cc1 | 33 | 3 | -10 | -2 | -44 | 0 | -3 | 2 | 5
Cc1ccc(NC(=O)CN(C)C(=O)/C=C/c2cccc(F)c2)cc1 | -2 | -6 | 6 | -10 | -2 | -7 | -6 | 0 | 19
CCn1c(-c2cccnc2Cl)nc2cc(Cl)c(Cl)cc21 | -26 | 6 | -72 | -8 | -47 | 14 | 7 | -2 | 4
O=S(=O)(Cc1cc(-c2ccccc2)no1)c1ccccc1 | 5 | 2 | 10 | -5 | 3 | -20 | 4 | 0 | -1
O=C(O)CSCC(=O)Nc1ccccn1 | -8 | 7 | 18 | 7 | -1 | -1 | -2 | -2 | 0
O=C(CN1CCN(S(=O)(=O)c2ccc(F)c(Cl)c2)CC1)N1CCc2ccccc21 | 16 | 0 | 4 | -4 | 2 | -11 | 0 | 4 | 10
O=C(Nc1ccc(CN2CCOCC2)cc1)c1ccc2ccccc2c1 | 12 | 2 | 10 | -11 | 2 | 0 | 0 | 2 | -5
COc1ccc(C(=O)COC(=O)CN2CC(=O)Oc3ccccc32)cc1Br | -7 | -1 | 21 | -3 | 2 | -5 | 4 | -1 | -24
CC(C)(C)NC(=O)C(c1ccc(Cl)cc1)N(CCO)C(=O)c1snc(C(N)=O)c1N (stereo not drawn) | 5 | 0 | -282 | -1 | -6 | 10 | -5 | 3 | 5
Cc1nonc1NC(=O)CSc1nc2cc(Cl)ccc2c2c1CCCC2 | 0 | -1 | 8 | 0 | -5 | 4 | -4 | -1 | 30
C=C(C)CNC(=S)N/N=C/c1ccc(NC(C)=O)cc1 | 13 | -4 | -2 | -5 | 2 | -15 | -2 | -3 | -13
CN(Cc1ccccc1)C(=O)COC(=O)C12CC3CC(CC(Br)(C3)C1)C2 | 12 | -10 | 12 | -3 | 0 | -2 | -12 | -5 | -1
O=C(COc1ccc(C(=O)c2ccc(F)cc2)cc1)NCc1ccc(F)cc1 | 25 | 8 | 5 | -5 | 2 | -13 | -9 | -5 | -5
O=C(Cn1cc(COc2ccccc2[N+](=O)[O-])nn1)c1ccc(O)cc1 | -11 | . | -2 | . | 1 | . | -5 | . | .
COC(=O)c1ccc(/C=N\N2CCN(Cc3ccc(C)cc3)CC2)cc1 | 1 | -5 | 14 | 1 | 1 | -2 | -5 | -2 | -3

For convenience, some entries already given:
SMILES | PfGluPho inh | SENP7 inh | SENP8 block-1 | SENP8 block-2 | SENP1 inh | SENP6 block | HKDC1 inhibitor | MIN6 prolif | UBC13 inh
CN(Cc1ccccc1)C(=O)COC(=O)C12CC3CC(CC(Br)(C3)C1)C2 | 12 | -10 | 12 | -3 | 0 | -2 | -12 | -5 | -1
O=C(COc1ccc(C(=O)c2ccc(F)cc2)cc1)NCc1ccc(F)cc1 | 25 | 8 | 5 | -5 | 2 | -13 | -9 | -5 | -5
O=C(Cn1cc(COc2ccccc2[N+](=O)[O-])nn1)c1ccc(O)cc1 | -11 | . | -2 | . | 1 | . | -5 | . | .
COC(=O)c1ccc(/C=N\N2CCN(Cc3ccc(C)cc3)CC2)cc1 | 1 | -5 | 14 | 1 | 1 | -2 | -5 | -2 | -3

Remaining list, next part.
SMILES | PfGluPho inh | SENP7 inh | SENP8 block-1 | SENP8 block-2 | SENP1 inh | SENP6 block | HKDC1 inhibitor | MIN6 prolif | UBC13 inh
Cc1ccccc1NC(=O)Cc1nc(COC(=O)CCC(=O)c2ccccc2)cs1 | 10 | 4 | -12 | -2 | -1 | -9 | -1 | 0 | 15
Cc1ccc(NC(=O)CN2C(=O)S/C(=C\c3cccn3-c3cccc(C(=O)O)c3)C2=O)cc1C | -1 | 3 | 18 | 4 | -5 | -7 | -1 | -2 | -11
COc1ccc(CCNC(=O)CCN2C(=O)COc3ccccc32)cc1OC | -3 | 1 | 9 | -2 | 0 | 10 | -6 | -3 | -3
Cc1nc2ccc(NC(=O)NC(=O)c3c(Cl)cccc3Cl)cc2o1 | 5 | -1 | 18 | 23 | -1 | 14 | -2 | 1 | 4
OC(CCN1CCC2(CC1)OCCO2)C(F)(F)F (stereo not drawn) | -3 | 3 | 21 | 1 | 0 | 0 | -5 | -2 | -4
CCOC(=O)[C@H]1[C@H]2COc3ccc(Cl)cc3[C@@H]2N2C(=O)CN(CC3CCCO3)C(=O)[C@@]12C (stereo partly drawn) | -8 | 4 | 1 | 0 | -1 | 8 | -2 | 0 | 7
Cc1cc(C(=O)N2CCCC(C(=O)c3cc(F)ccc3F)C2)c(C)o1 (stereo not drawn) | -13 | 4 | 20 | -1 | -2 | -3 | 0 | 1 | -7
CCN(CC)S(=O)(=O)c1ccc2[nH]cc(C(=O)NCCc3ccc(OC)c(OC)c3)c(=O)c2c1 | -20 | 7 | -24 | 6 | 0 | 6 | 2 | 6 | -2
Cc1c(Cl)cccc1NC(=S)NCC(C)C | -6 | 7 | 5 | 2 | 1 | 0 | 0 | -2 | 8
O=C(Nc1ccccc1N1CCOCC1)c1cc(Cl)c2c(c1)OCO2 | -10 | 2 | -6 | 9 | -1 | 1 | 0 | 0 | 1
COc1ccc(Cl)cc1N/C(N)=N/c1nc(C)cc(C)n1 | 4 | -3 | 13 | 1 | 2 | -19 | -14 | 0 | 8

Compounds were not picked by outcome; any-hit rate near 4%.
